Myeloid diff MLP: compounds promoting myeloid differentiation | ER-HoxA9 myeloid progenitors, lysozyme-GFP differentiation, flow cytometry | calls only at 10 µM | hit rate 1% among 360,000 | AID 624256;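 active = normalized GFP-positive differentiation at or above the plate's own cutoff, the solvent-only control mean plus 3 SD; inconclusive = no clear call, values can overlap the other calls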;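 note: cells exposed to compound for four days before flow analysis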
T cell modulator: T cell immune modulation candidate; hit rate 0.068% among 330,000; calls only at 7 µM; 2C CD8+ T cell-vesicle binding, flow cytometry; stronger effect = lower value; AID 2052;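 active = response, share of CD8 T cells binding vesicles, and their 90th percentile fluorescence all below set limits, cut at about 80% in these data, passing the limit was not always enough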
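Read-out – percent CD8+ FL2 mean versus row control · System – murine 2C transgenic CD8+ T lymphocytes · Times – 1.5 h cell–vesicle binding at 37 °C, then 20 min icy labelling · Control set – naked vesicles low, QL9 vesicles with vehicle high · Detection – cytometric PE anti-B7-1 and Alexa647 anti-CD8 signals after 1% paraformaldehyde fixation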
Lipid droplet: modulators of hepatic lipid droplet formation; AML12 mouse hepatocytes, oleate lipid droplets, BODIPY imaging; inhibition, % at 6.5 µM; hit rate 0.4% among 240,000; AID 1656;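 active = lipid droplet intensity inhibited by at least 50%, with more than 500 cells counted; inconclusive = wells with under 300 cells, treated as cytotoxic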
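Test system: AML12 hepatocytes (mouse); reagent: oleate loading, 100 µM; dosing: one dose, 6.5 µM compound; incubation: overnight exposure; signal: fluorescence imaging, 20x objective, two fields per well; read-out basis: % inhibition of corrected integrated BODIPY droplet signal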
Lipid droplet cells 6.5 µM: further read-out of Lipid droplet, marked with its call; cell count; measured here: cell count, cytotoxicity flag;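 cells counted across two imaged fields per well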
T cell modulator vesicle-bound %: also measured in T cell modulator; calls as there; double positive events, %; measured here: CD8+ vesicle-bound cell fraction;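 binding gate set so that unloaded-vesicle control wells show 10% double positive cells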
Myeloid diff MLP GFP+ MAC1+ %: further read-out of Myeloid diff MLP, marked with its call; GFP+ MAC1+ double positive, %; measured here: differentiation confirmed by MAC1 staining
Active calls of the source: *; i = inactive; ? = inconclusive; . = no result given; + = active, no number.

SMILES	Myeloid diff MLP	Myeloid diff MLP GFP+ MAC1+ %	T cell modulator	T cell modulator vesicle-bound %	Lipid droplet	Lipid droplet cells 6.5 µM
Nc1ccc(C(=O)NCCCSc2ccccc2)cc1[N+](=O)[O-]	i	2.7	i	30	2	706
CCc1ccc(NC(=O)Cn2cc([N+](=O)[O-])nc2C)cc1	i	1.3	i	55	-2	798
CCOCc1cc(CN2CCCC(CNC(=O)c3ccco3)C2)ccc1OC (centres undefined)	i	1.1	i	36	-2	678
O=C(NCc1ccco1)c1cccc(Br)c1	i	0.4	i	64	8	758
CCCCOc1ccc(C(=O)Nc2cccc(-n3cnnn3)c2)cc1OC	i	0.5	i	1	0	690
COc1ccc(Cl)cc1S(=O)(=O)N1CCCC(C(=O)NCc2ccccc2)C1 (centres undefined)	i	0.4	i	26	-10	838
Cc1ccc(NC(=O)CCNS(=O)(=O)c2cccc3nsnc23)cc1F	i	1.2	i	20	2	842
Cc1c2cnn(CC(=O)NCCCN3CC(C)CC(C)C3)c(=O)c2c(C)n1Cc1ccc(Cl)cc1 (centres undefined)	?	.	i	61	-27	643
CCC(=O)Nc1ccc(C(=O)NNC(=O)c2ccc(C)cc2)cc1	i	0.4	i	12	-4	849
COc1ccc(N=Nc2c(C)n[nH]c2C)cc1	i	2.0	i	37	9	783

Reformatted: entries from further up.
SMILES | Myeloid diff MLP | Myeloid diff MLP GFP+ MAC1+ % | T cell modulator | T cell modulator vesicle-bound % | Lipid droplet | Lipid droplet cells 6.5 µM
O=C(NCc1ccco1)c1cccc(Br)c1 | i | 0.4 | i | 64 | 8 | 758
CCc1ccc(NC(=O)Cn2cc([N+](=O)[O-])nc2C)cc1 | i | 1.3 | i | 55 | -2 | 798
CCOCc1cc(CN2CCCC(CNC(=O)c3ccco3)C2)ccc1OC (centres undefined) | i | 1.1 | i | 36 | -2 | 678
COc1ccc(Cl)cc1S(=O)(=O)N1CCCC(C(=O)NCc2ccccc2)C1 (centres undefined) | i | 0.4 | i | 26 | -10 | 838
COc1ccc(N=Nc2c(C)n[nH]c2C)cc1 | i | 2.0 | i | 37 | 9 | 783
Nc1ccc(C(=O)NCCCSc2ccccc2)cc1[N+](=O)[O-] | i | 2.7 | i | 30 | 2 | 706
Cc1ccc(NC(=O)CCNS(=O)(=O)c2cccc3nsnc23)cc1F | i | 1.2 | i | 20 | 2 | 842

Next section.
SMILES	Myeloid diff MLP	Myeloid diff MLP GFP+ MAC1+ %	T cell modulator	T cell modulator vesicle-bound %	Lipid droplet	Lipid droplet cells 6.5 µM
COCCN1C(=NCCCOC(C)C)N[C@@H](c2ccccc2)C(C(=O)OC)=C1C	i	2.0	i	12	1	778
CCC(=O)N1CCN(c2ccccc2NC(=O)c2cccs2)CC1	i	0.4	i	15	-5	609
Cc1oc(-c2ccc(Cl)cc2)nc1CN1CCCC(C(=O)NC2CC2)C1 (centres undefined)	i	5.2	i	36	0	685
CN1CCC(N(C)S(=O)(=O)c2ccc(F)cc2F)CC1	i	0.3	i	24	-3	811
Cc1cc(=O)oc2cc(OCC(=O)NCCCn3ccnc3)ccc12	i	1.3	i	26	-6	711
COCCNc1nc(N)c([N+](=O)[O-])c(Nc2ccc(F)cc2)n1	i	0.1	i	45	4	813
O=C(NCCCn1cccn1)C1CCC(=O)N(Cc2cccc(C(F)(F)F)c2)C1 (centres undefined)	i	1.2	i	15	-6	693
CCOc1ccccc1/C=C(\C#N)C1=CCCC1	i	0.9	i	20	0	809
Cc1ccc(C(=O)NCC(=O)NC23CC4CC(CC(C4)C2)C3)cc1	i	1.8	i	14	15	731
CCN(CC)CCNC(=O)c1ccc(NC(=O)/C=C/c2ccc3ccccc3n2)cc1	+	3.9*	i	19	-2	611
CC1C(=O)N(Cc2cccc(F)c2)c2ccccc2N1C(=O)c1ccccc1 (centres undefined)	i	0.4	i	57	-51	771
COc1cc(C(=O)N2CCc3ccccc32)cc(OC)c1OC	i	1.0	i	61	0	788
OCC[C@@H]1C[C@H](O)[C@@H](O)[C@]2(CCc3ccccc3O2)O1	i	1.8	i	51	7	783
Cc1ccc(C(C)NC(=O)c2ccncc2)c(C)c1 (centres undefined)	i	0.8	i	66	-5	833
Cc1cc(NC(=O)COC(=O)C2CC(=O)N(c3ccc(C)c(Cl)c3)C2)no1 (centres undefined)	i	1.2	i	44	4	743
COc1cc(S(=O)(=O)N2CCN=C2c2ccccc2)c(OC)cc1Cl	i	4.7	i	10	-45	532
O=C(CCCN1C(=O)/C(=C/c2ccccc2Cl)SC1=S)NCCCN1CCOCC1	i	1.3	i	23	-9	816
Cc1ccc(C)c(Nc2cc(C)nc3ncnn23)c1	i	0.6	i	18	-6	783
COc1ccc(CCNC(=O)c2nn(C)c3c2CS(=O)(=O)c2ccccc2-3)c(OC)c1	?	.	i	17	4	791
COC(CSc1nc(N)c2c3c(sc2n1)CN(C)CC3)OC	i	0.7	i	27	-30	763
CCOC(=O)C1(CCc2ccccc2)CCN(Cc2cc(OC)c(OC)cc2OC)CC1	i	0.4	i	61	-2	749
O=C(NCC(=O)N(c1cccnc1)C(C(=O)NC1CCCC1)c1ccccc1F)c1ccco1 (centres undefined)	i	0.5	i	29	-17	826
CSc1ncccc1C(=O)Nc1ncc(C)s1	i	0.4	i	31	10	787
Cc1ccc(S(=O)(=O)N/N=C\c2cn(CC(N)=O)c3ccccc23)cc1	i	1.3	i	6	2	869
COc1ccc(CN2CCN(c3ccccc3OC)CC2)cc1OC	i	0.4	i	52	4	831
CCn1c(COc2cccc(C)c2)nnc1SCC(=O)NC1CCCC1	i	1.7	i	7	-6	829
COCCN1CCN(C(=O)C2CCC(=O)N(CCc3ccccc3)C2)CC1 (centres undefined)	i	0.5	i	62	-3	760
C=CCC1(CC=C)CCCN1C(=O)c1cc(COc2ccc(C)nc2)on1	?	.	i	11	-42	604
CC1=NN(C(N)=S)C(=O)C1N=Nc1c(Cl)cc([N+](=O)[O-])cc1Cl (centres undefined)	i	0.9	i	42	6	784
CCOc1ccc2ccccc2c1CNCCc1ccc(S(N)(=O)=O)cc1	i	0.2	i	62	0	781
Cc1ccc(-c2csc(N3CCN(c4cc5c(cc4Cl)nc(-c4ccncc4)n5CCN4CCCCC4)CC3)n2)cc1	i	2.2	i	61	2	759
O=C(Nc1ccccc1F)c1ccc2c(c1)OCO2	i	0.4	i	45	0	789
CCOC(=O)CNC(=O)CSc1ncccc1-c1nc2ccccc2[nH]1	i	0.4	i	50	-3	817
CC(=O)Nc1ccc(S(=O)(=O)NCCC(=O)OCc2ccc([N+](=O)[O-])cc2)cc1	i	5.8	i	52	0	810
COc1ccc(NC(=O)CS(=O)CC(=O)Nc2ccc(-n3cnnn3)c(C)c2)cc1 (centres undefined)	i	2.8	i	18	12	797
N#Cc1c(SCC(=O)Nc2nccs2)sc2c(O)cc(=O)[nH]c12	i	1.7	i	30	-6	709
O=C(Cn1nc(C(=O)O)c2ccccc2c1=O)Nc1ccccc1C(F)(F)F	i	0.9	i	19	6	809
CCOc1ccc(NC(=O)CSc2nc3ccccc3nc2N2CC(C)OC(C)C2)cc1 (centres undefined)	i	6.4	i	16	49	742
CC(=O)c1ccc(S(=O)(=O)N2CCN(S(=O)(=O)c3ccccc3C(F)(F)F)CC2)cc1	i	0.7	i	45	-1	831
NNc1nc(-c2ccccc2Cl)nc2ccccc12	i	0.2	i	55	3	795

The closing two records of the section before are carried over, then new ones follow.
SMILES	Myeloid diff MLP	Myeloid diff MLP GFP+ MAC1+ %	T cell modulator	T cell modulator vesicle-bound %	Lipid droplet	Lipid droplet cells 6.5 µM
CC(=O)c1ccc(S(=O)(=O)N2CCN(S(=O)(=O)c3ccccc3C(F)(F)F)CC2)cc1	i	0.7	i	45	-1	831
NNc1nc(-c2ccccc2Cl)nc2ccccc12	i	0.2	i	55	3	795
CCOc1cc(CNC(=O)CCCn2c(=O)c3cccn3c3cccnc32)cc(OCC)c1OCC	i	1.1	i	28	92*	666*
CC1=NN(C(=O)c2ccccc2C)C(O)(c2ccc(Cl)cc2)C1 (centres undefined)	i	0.1	i	54	4	829
O=C(NCc1ccc2c(c1)OCO2)C1CCCN1C(=O)Nc1ccc(Cl)cc1 (centres undefined)	i	0.5	i	51	-10	755
Cc1ccc(N(C(=O)c2ccco2)C(C(=O)NC2CCCC2)c2ccco2)c(C)c1 (centres undefined)	i	2.9	i	37	-9	797
Cn1c(CCN2CCOCC2)nc2cc(NC(=O)COc3ccc([N+](=O)[O-])cc3)ccc21	?	.	i	24	-12	684
O=c1cc(-c2ccccc2)c2c(O)cc(O)cc2o1	i	1.0	i	62	-1	751
COc1ccc(-c2nc(CS(=O)CC(=O)N3CCN(C)CC3)c(C)o2)cc1OC (centres undefined)	i	1.2	i	11	-1	753
CC(C)[C@H](NC(=O)N1CC(=O)Nc2ccccc21)C(=O)N[C@@H](C(=O)O)c1ccccc1	i	0.4	i	25	35	759
COC(=O)c1ccc(NC(=O)CC(=O)Nc2ccc(C(=O)OC)cc2)cc1	i	0.8	i	56	-24	807
COc1ccc(CCNC(=O)C(=O)NCC2OCCN2S(=O)(=O)c2ccc(C)cc2)cc1OC (centres undefined)	i	4.6	i	22	0	749
O=C(C1CCCN(Cc2ccccc2Cl)C1)N1CCCCC1 (centres undefined)	i	0.5	i	46	-1	864
COc1cc(CCC(=O)N2CC(C)OC(C)C2)cc(OC)c1OC (centres undefined)	i	0.9	i	61	12	709
CCn1cc(C(=O)N[C@@H](C)C(=O)NCCCO)c(=O)c2cc3c(cc21)OCO3	i	0.7	i	21	6	848
COc1cccc(-c2cccc(NC(=O)C3CCN(C4CCOCC4)CC3)c2)c1	i	1.5	i	5	-3	688
Cc1c(NC(=O)Nc2cccc([N+](=O)[O-])c2)c(=O)n(-c2ccccc2)n1C	i	0.9	i	65	-5	633
Cc1cc(C)n2nc(SCC(=O)NC3CCCCC3)nc2n1	i	0.8	i	31	-1	656
CCn1c(O)c(N=NC(=O)CNC(=O)Cc2ccccc2)c2ccccc21	i	0.4	i	2	18	721
CCCCCn1c(=O)[nH]c2cc(C(=O)NCCN3CCC(C)CC3)ccc2c1=O	i	0.4	i	20	19	753
CCc1ccc(S(=O)(=O)Nc2c(C)n(C)n(-c3ccccc3)c2=O)cc1	i	0.3	i	28	-30	830
Cc1cc(OCC(=O)NCC(O)c2ccccc2)c2c(C)c(C)c(=O)oc2c1 (centres undefined)	i	5.9	i	7	0	704
O=C(CC1S/C(=N/N=C2CCCCCC2)NC1=O)Nc1ccc(Br)cc1F (centres undefined)	i	0.8	i	18	-77	708
CC(=O)c1ccc(NC(=O)c2ccc(C)c(S(=O)(=O)N3CCOCC3)c2)cc1	i	0.7	i	33	-2	734
COc1cc(NC(=O)Cc2ccccc2)ccc1NC(=O)Cc1ccccc1	i	0.8	i	60	10	807
O=C(CN1C2CCCC1CC(NC(=O)C1CCCCC1)C2)Nc1ccccc1 (centres undefined)	i	1.5	i	43	-7	822
Cc1cc(=O)cc(C)n1-c1ccccc1N	i	0.2	i	66	6	795
Cc1ccc(S(=O)(=O)NCc2ccc(C(=O)NC3CCC(C)CC3)cc2)cc1 (centres undefined)	i	1.7	i	24	-4	610
O=C(NNC(=O)C1CC(=O)N(Cc2ccccc2)C1)c1ccc(Br)cc1 (centres undefined)	i	0.6	i	73	-2	828
COc1ccc(CCNC(=O)c2cc3c(=O)n4ccccc4nc3n(CCCN3CCOCC3)c2=N)cc1OC	i	3.8	i	8	?	.
CCNc1c(NS(=O)(=O)c2ccc(OC)c(Cl)c2)c(=O)oc2ccccc12	i	1.7	i	32	-1	713
O=C(NC1CCCCC1)[C@@H]1CSC2c3ccccc3C(=O)N21 (some centres undefined)	i	5.4	i	11	-1	723
O=C(N/N=C\C1CC=CCC1)c1ccc(Br)o1 (centres undefined)	i	0.3	i	16	-7	831
CCOc1ccc(S(=O)(=O)n2ccc(C)n2)cc1	i	0.8	i	40	-3	759
CC[C@H](C)[C@H](NC(=O)c1ccccc1)C(=O)NC(CC(=O)O)c1ccc(F)cc1 (some centres undefined)	i	1.3	i	27	7	850
CC1CC(C)CN(S(=O)(=O)N2CCC(C(=O)NCCc3ccccc3)CC2)C1 (centres undefined)	i	0.6	i	21	-4	769
Cc1ccc(NC(=O)CS(=O)CC(=O)Nc2ccccc2-c2ccc(C)o2)cc1 (centres undefined)	i	1.4	i	44	-12	710

Source: PubChem BioAssay

A portion of the library. The share of hits here may be higher or lower than overall.
